# High-throughput results (PubChem BioAssay)
# p53 reactivation: qHTS assay for re-activators of p53 using a Luc reporter. H1299 p53-A138V BP100-luciferase reporter, luminescence, 24 h. Potency, µM (doses to about 92.2 µM), without a hit: top-dose activity change, positive = activation, actives largely listed as activators. 0.063% of 320,000 active; also: potency is read from the fitted curve at half-maximal effect; % of control where 0% means no effect; nearly all actives have a fitted effect of over 45% in size
#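 p53-null H1299 cells stably carrying temperature-sensitive p53-A138V and a BP100-luciferase reporter were pinned with compounds (4-point, 1:5 series) and held 24 hrs at 37 deg C. Luminescence was read 10 min after detection reagent.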
# uPA generation: qHTS for Inhibitors of Cell Surface uPA Generation; cell surface uPA generation assay, qHTS; Potency, µM (top dose mostly 38.3 µM), without a hit: top-dose activity change, negative = inhibition, hits mostly inhibitors; 0.31% of 330,000 active; AID 540303, 2011; active = well fitted inhibition curve with a large enough effect; inconclusive = small, poorly fitted or top-dose-only effect; inactive = no such curve, though single readings can be large or run the other way; tested in mouse RAW 264.7 cells; also: potency is read from the fitted curve at half-maximal effect; % is scaled to controls: 0 for no effect and ±100 for the full control effect; nearly all actives have a fitted effect of over 55% in size
# TRPV1 agonist: HTS Assay for Compounds that Act as Agonists of the Vanilloid Receptor 1; Transient receptor potential cation channel subfamily V member 1 (Homo sapiens), Q8NER1; TRPV1-expressing cells, Fluo-8 calcium influx, agonist mode; activation, % at 8.33 µM; 0.19% of 320,000 active; in the data active = activation above about 80%; inconclusive = between about 30% and that limit; also: 0% is about no effect
# Target sequence (Q8NER1 whole entry, looked up): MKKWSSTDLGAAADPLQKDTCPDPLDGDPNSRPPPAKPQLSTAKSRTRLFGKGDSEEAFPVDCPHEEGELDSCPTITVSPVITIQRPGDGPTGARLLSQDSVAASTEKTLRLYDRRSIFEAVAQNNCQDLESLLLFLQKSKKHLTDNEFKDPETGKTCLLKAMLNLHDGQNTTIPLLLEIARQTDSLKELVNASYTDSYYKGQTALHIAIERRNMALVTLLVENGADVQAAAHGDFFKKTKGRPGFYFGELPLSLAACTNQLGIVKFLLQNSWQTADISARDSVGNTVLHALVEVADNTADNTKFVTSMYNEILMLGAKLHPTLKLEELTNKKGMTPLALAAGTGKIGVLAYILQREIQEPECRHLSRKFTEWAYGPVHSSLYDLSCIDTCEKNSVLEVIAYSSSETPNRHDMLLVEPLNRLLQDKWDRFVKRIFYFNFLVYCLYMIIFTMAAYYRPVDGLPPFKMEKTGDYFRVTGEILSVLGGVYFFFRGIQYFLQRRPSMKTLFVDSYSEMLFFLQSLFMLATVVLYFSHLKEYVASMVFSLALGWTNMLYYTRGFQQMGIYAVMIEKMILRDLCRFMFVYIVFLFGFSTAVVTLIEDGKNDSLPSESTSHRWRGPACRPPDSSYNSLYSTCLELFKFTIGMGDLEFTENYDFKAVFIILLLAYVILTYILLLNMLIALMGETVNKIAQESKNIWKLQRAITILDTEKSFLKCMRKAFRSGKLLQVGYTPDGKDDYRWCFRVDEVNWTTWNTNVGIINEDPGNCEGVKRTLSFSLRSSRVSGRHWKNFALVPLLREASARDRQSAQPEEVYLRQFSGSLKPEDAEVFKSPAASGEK
#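 TRPV1-expressing cells were cultured overnight at 35.5C and loaded with Fluo-8 calcium dye for 40 to 90 min at room temperature. After a 10 s baseline, compound was added and calcium influx was read kinetically for 3 min (ex 480/em 520 nm).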
# USP2a inh: qHTS Assay for Inhibitors of Ubiquitin-specific Protease USP2a Using CHOP2 as the Reporter; USP2 core, Ub-CHOP2 coupled fluorogenic reporter, 485/531; AID 463254, 2010; Ubiquitin carboxyl-terminal hydrolase 2 (Homo sapiens), O75604; 0.01% of 330,000 active; Potency, µM (titrated, usually from 38.3 µM), for inactives: top-dose activity change, negative = inhibition, hits mostly inhibitors;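 also: potency is read from the fitted curve at half-maximal effect; plate controls were DMSO wells for no effect and full inhibition by NEM control for full effect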
#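 Cell-free coupled assay: 10nM USP2 core preincubated 30min RT with compound in Tris-HCl pH 8.0/CaCl2/CHAPS buffer, then 25nM Ub-CHOP2 and 25nM reporter substrate; fluorescence (Ex 485/Em 531) read after 60min RT, normalized to NEM inhibition, concentration-response curves fitted.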
# ASM inhibitor: Inhibitors of Secretory Acid Sphingomyelinase (S-ASM): qHTS; placental ASM, HMU-PC fluorogenic substrate, 60 min; Potency, µM (top dose mostly 57.5 µM), inactives show top-dose activity change, negative = inhibition, usual class: inhibitors; 0.006% of 340,000 active; AID 504937, 2011; also: potency is read from the fitted curve at half-maximal effect
#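 Fluorogenic HMU-PC substrate (9 uM final) is turned over by placental ASM in 60 min at 37 C after a 10 min compound preincubation. Reaction ended by alkaline stop (pH 10), with fluorescence read at 386/447 nm.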
# B2AR arrestin: qHTS assay of beta-arrestin-biased ligands of beta2-adrenergic receptor | AID 492947, 2010 | beta-arrestin recruitment to beta2AR, cell-based reporter | Potency, µM (top dose mostly 46.1 µM), for inactives: at the top dose activation, most hits filed as activators | 0.02% of 330,000 active | Beta-2 adrenergic receptor (Homo sapiens), P07550;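 also: potency is read from the fitted curve at half-maximal effect; 0% = DMSO controls and full agonism = EC100 isoproterenol or metaproterenol; nearly all actives have a fitted effect of over 65% in size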
# BRCA1 expr up: qHTS Assay to Identify Small Molecule Activators of BRCA1 Expression; MCF7-BRCA1-FFLuc reporter, luminescence, 48 h; response scale: scaled: vehicle 0%, 10 µM genistein 100%; Potency, µM (doses to about 46.1 µM), without a hit: top-dose activation, hits mostly activators; AID 624202, 2012; 1.1% of 380,000 active; also: potency is read from the fitted curve at half-maximal effect; nearly all actives have a fitted effect of over 80% in size; some results filed as inactive show a strong effect at the top dose
#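 MCF7-BRCA1-FFLuc cells, 2000/well in phenol-red-free MEM, attached 2 h then treated 48 h at 37 C. Luciferase luminescence read 15 min after reagent; normalized to genistein maximum activation (10microM) and DMSO, concentration-response fitted.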
# TSG101-PTAP inh: qHTS Assay for Iinhibitors of HIV-1 Budding by Blocking the Interaction of PTAP/TSG101; Fluorescence polarization, FITC-PTAP peptide / Tsg101 binding; Potency, µM (highest dose often 115 µM), inactives show at the top dose activity change, negative = inhibition, actives largely listed as inhibitors; 340,000 tested, under 10 active; AID 493005, 2010; active = well fitted inhibition curve with a large enough effect in the main read-out, with a control signal flat, not every such curve was filed as active; inconclusive = small, poorly fitted or top-dose-only effect, or effect the other way, or a change in a side signal; inactive = no such curve, though single readings can be large or run the other way; also: potency is read from the fitted curve at half-maximal effect; % of control where 0% means no effect
#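 Tsg101 binding domain (10 uM final) was mixed with compound and a FITC-labeled PTAP peptide (50 nM final) in HEPES pH 7.5 buffer with NaCl, Tween 20, EDTA and TCEP; fluorescence polarization was read after 20 min at r.t.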
# ELG1 genotox: qHTS screen for small molecules that induce genotoxicity in human embryonic kidney (HEK293T) cells expressing luciferase-tagged ELG1; Potency, µM (titrated, usually from 46 µM), for inactives: at the top dose activity change, positive = activation, actives largely listed as activators; HEK293T ELG1-luciferase reporter, luminescence, 16 h; 1.3% of 330,000 active; also: potency is read from the fitted curve at half-maximal effect; % of control where 0% means no effect; nearly all actives have a fitted effect of over 60% in size
#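 Quantitative HTS format in 1536-well plates. HEK293T ELG1-luciferase reporter cells receive test compound and are incubated 16 hr at 37 °C, 5% CO2; ONE-Glo added, 30 min room temperature, then luminescence read.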
# Integrin act MD: qHTS for Activators of Integrin-Mediated Alleviation for Muscular Dystrophy. 0.064% of 350,000 active. Potency, µM (top dose mostly 38.3 µM), for the others: top-dose activation, hits mostly activators. alpha7betagal myoblasts, beta-gal FDG fluorescence, 48 h. AID 624291, 2012;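 also: potency is read from the fitted curve at half-maximal effect; 100% = response of the positive control SU9516; nearly all actives have a fitted effect of over 60% in size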
#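 Alpha7betagal+/- myoblasts (passage 13) were plated 16-24 hr, then exposed to compounds (1:260 dilution of DMSO stock) for 48 hours at 37C. After MPER lysis, β-galactosidase reporter activity was read as FDG fluorescence (ex 480/em 540) after 30 minutes.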
# Eya2 phos inh: qHTS Assay for Inhibitors of the Phosphatase Activity of Eya2 | recombinant Eya2, OMFP fluorescence dephosphorylation (OMFP is methylfluorescein phosphate) | 0.006% of 330,000 active | Potency, µM (titrated, usually from 76.9 µM), inactives show at the top dose activity, negative = inhibition, usual class: inhibitors | Protein phosphatase EYA2 (Homo sapiens), O00167; also: potency is read from the fitted curve at half-maximal effect; % is scaled to controls: 0 for no effect and ±100 for the full control effect
#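 Eya2 protein (added as 0.2 uM solution) was preincubated with compound for 10 min at ambient temperature in 50 mM HEPES pH 7.5, 50 mM NaCl, 5 uM MgCl2, 0.05% BSA, 1 mM DTT. OMFP (added at 50 uM) then reacted 10 min; fluorescence read at 485/525 nm.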
# Numbers without * were called inactive; ? = inconclusive; . = no result given; [ ] = remark or other dose. Unless noted, calls follow the shape of the dose curve; as a rule, active = well fitted curve in the direction sought with a large enough effect; inconclusive = small, poorly fitted or top-dose-only effect, or another doubt; inactive = no such curve, though single readings can be large; an effect the other way counts as inactive or inconclusive. This is a random part of the collection. Share with any hit: about 2.6%.
SMILES,p53 reactivation,uPA generation,TRPV1 agonist,USP2a inh,ASM inhibitor,B2AR arrestin,BRCA1 expr up,TSG101-PTAP inh,ELG1 genotox,Integrin act MD,Eya2 phos inh
CN(CC1CCOCC1)C(=O)CC1C(=O)NCCN1CC(c1ccccc1)c1ccccc1 (configuration not stated),11%,-8%,4,0%,10%,-0.2%,-5%,2%,7%,-1%,-1%
CCCNC(=O)c1c(NC(=O)C2COc3ccccc3O2)sc2c1CCCC2 (configuration not stated),5%,-5%,-1,0%,5%,0.1%,-8%,1%,12%,0%,1%
Cc1cc(Cl)ccc1OCC(=O)Nc1ccc(CN2CCOCC2)cc1,.,?,9,2%,-1%,-0.1%,-12%,-8%,-7%,31%,0%
CC(=O)Nc1ccc(NC(=O)COC(=O)c2ccc([N+](=O)[O-])o2)cc1,14%,0%,.,4%,0%,-0.2%,-1%,4%,-2%,-45%[inhibitor],7%
C=CCOc1ccc(/C=C\c2nc(O)c([N+](=O)[O-])c(=O)[nH]2)cc1OC,10%,13%,1,0%,0%,1.0%,-3%,-7%,0%,-2%,16%
Cc1ccc(OCCCC(=O)Nc2ccc3c(c2)OCO3)cc1,5%,-6%,?,4%,1%,0.3%,0%,-1%,-7%,-12%,13%
COC(c1ccccc1)c1c(-c2ccccc2)nn(C)c1Cl (configuration not stated),1%,3%,7,-4%,1%,-0.3%,1%,-1%,-5%,-12%,-30%
Brc1ccc(-n2cnc(-c3ccccc3)c2)cc1,?,-15%,?,-2%,-2%,0.5%,?,-1%,?,42%,3%
Cc1c(C)n(Cc2ccccc2)c2ccc(C(=O)NCCCN3CCOCC3)cc12,-2%,-7%,25,-1%,0%,0.4%,-3%,-1%,0%,0%,1%
CCCCn1c(SCC(=O)Nc2cc(C)on2)nnc1-c1ccncc1,-1%,0%,1,1%,5%[11.5 µM],-0.1%,-11%,-5%,1%,-37%,-7%
O=C(CSCC(=O)N1CCCCC1)Nc1nc(-c2ccc(Cl)s2)cs1,?,-25%,.,-1%,-30%,0.1%,41%,-4%,8%,6%,-4%
O=C(NCc1nc(-c2ccc(C(F)(F)F)cc2)no1)Nc1cc(Cl)cc(Cl)c1,16%,?,-1,2%,-29%,-0.7%,-66%,-3%,15%,?,-6%
Cn1ccc(C(=O)NC(=S)Nc2ccc([N+](=O)[O-])cc2O)n1,?,-16%,-1,1%,-7%,0.1%,?,3%,12µM*,-33%,0%
Cc1nn(-c2ccccc2)c2c1P(=O)(O)/C(=C1\N(C)c3ccccc3C1(C)C)C=N2,-15%,1%,7,-11%,27%,8.1%,1%,-10%,1%,7%,-3%
Cc1sc(NC(=O)c2ccco2)c(C(c2ccncc2)N2CCOCC2)c1C (configuration not stated),-2%,7%,2,0%,1%,0.3%,-47%,-2%,3%,-30%,-3%
O=C(Nc1cccc(C(=O)Nc2cccc(C(F)(F)F)c2)c1)c1ccc(=O)[nH]c1,5%,-2%,2,2%,-2%,-0.3%,-11%,1%,-12%,18%,-4%
CCC1=[N+](CC(=O)c2ccc(Br)cc2)CCn2c(C)ccc21,5%,-9%,-3,?,35%[activator],-0.9%,25%,-4%,3%,-21%,-3%
O=c1cc(CN2CCN(Cc3ccc(F)cc3)C(CCO)C2)[nH]c2ccccc12 (configuration not stated),4%,-3%,1,-1%,3%,-0.8%,-36%,0%,-1%,-7%,-6%
COCCn1c(SCC(=O)Nc2ccc(S(N)(=O)=O)cc2)nc2ccccc21,-3%,5%,4,3%,-1%,-0.3%,12%,-3%,-3%,4%,9%
CC(=O)c1c(N2CCCCC2)nc(=S)n(Cc2ccccc2)c1C,-5%,0%,4,1%,1%,0.2%,-9%,-1%,0%,-33%,12%
N#Cc1ccc(C23CC4(C2)[C@H](CN(CC2CCCCC2)[C@@H]4c2ccccc2)C3c2ccc(Cl)nc2)cc1 (some centres not stated),1%,-9%,-2,-9%,1%,0.1%,0%,-1%,-3%,16%,2%
CCOC(=O)C(=CNc1cc(C)nn1-c1ccccc1)C(=O)OCC,-16%,.,7,2%,4%,0.3%,7%,-1%,-3%,-33%,-21%
O=S(=O)(NC1CCN(Cc2ccccc2)CC1)c1ccc2ccccc2c1,?,.,3,-2%,1%,-0.8%,-26%,-4%,-5%,-32%,-1%
Cc1ccc(NC(=O)C2CCCN(S(=O)(=O)c3c(C)noc3C)C2)nc1 (configuration not stated),12%,-1%,6,1%,1%,0.2%,-41%,-4%,-6%,?,-18%
COC(=O)c1sccc1NC(=O)C1CC1,-4%,-1%,2,0%,5%,-1.7%,19%,-1%,0%,2%,7%

# In the list so far, 2 have two or more sulfur atoms.
SMILES,p53 reactivation,uPA generation,TRPV1 agonist,USP2a inh,ASM inhibitor,B2AR arrestin,BRCA1 expr up,TSG101-PTAP inh,ELG1 genotox,Integrin act MD,Eya2 phos inh
O=C(CSCC(=O)N1CCCCC1)Nc1nc(-c2ccc(Cl)s2)cs1,?,-25%,.,-1%,-30%,0.1%,41%,-4%,8%,6%,-4%
COCCn1c(SCC(=O)Nc2ccc(S(N)(=O)=O)cc2)nc2ccccc21,-3%,5%,4,3%,-1%,-0.3%,12%,-3%,-3%,4%,9%

# Remaining list, next part:
SMILES,p53 reactivation,uPA generation,TRPV1 agonist,USP2a inh,ASM inhibitor,B2AR arrestin,BRCA1 expr up,TSG101-PTAP inh,ELG1 genotox,Integrin act MD,Eya2 phos inh
COc1ccc(NC(=O)CSc2nnc(Cc3ccccc3)c(=O)n2N)c(OC)c1,-2%,-1%,0,1%,-3%,0.1%,-9%,2%,-9%,4%,-10%
Cc1ccc(C)c(CN2C(=O)c3ccccc3S(=O)(=O)c3ccc(C(=O)N4CCN(C)CC4)cc32)c1,5%,-18%,5,1%,-6%,0.3%,-10%,-1%,0%,-10%,-7%
CCOc1ccc2[nH]c(C)c(CN3CCOCC3)c(=O)c2c1,7%,17%,-1,2%,0%,0.0%,-1%,-4%,0%,23%,-11%
CC(C)=CC(=O)Nc1nnc(-c2ccc(F)cc2)s1,4%,7%,-6,2%,-1%,0.0%,47%,-1%,19%,?,-10%
O=C(/C=C/c1ccccc1)NC(=S)Nc1ccc(N2CCOCC2)c(Cl)c1,-7%,13%,-3,2%,-2%,-0.1%,-18%,0%,3%,1%,-8%
CO/N=C/C=C1/N(C)c2ccccc2C1(C)C,2%,-2%,0,8%,-2%,-1.0%,0%,-3%,0%,22%,6%
Cc1ccc(NC(=O)CN(C)Cc2ccc(Cl)cc2)cc1,3%,0%,?,1%,0%,-0.2%,2%,-1%,2%,-10%,-9%
O=C(Cc1ccc(F)cc1)c1ccc(O)cc1O,?,1%,-8,-1%,-8%,0.9%,13µM*,-2%,?,-12%,-6%
O=C(OCC1OC(n2ccc(=O)[nH]c2=O)C(O)C1OC(=O)c1ccccc1)c1ccccc1 (configuration not stated),-4%,5%,4,1%,-3%,-0.4%,-26%,-9%,-6%,-22%,6%
COc1cccc(C2/C(=C(\O)c3c(C)nc4c(C)cccn34)C(=O)C(=O)N2CCCN(C)C)c1OC (configuration not stated),-1%,.,0,1%,.,0.0%,.,.,-4%,.,-10%
Cc1cccc(OCC(=O)NNC(=O)c2ccc3nc[nH]c3c2)c1,11%,0%,1,2%,-5%,0.2%,2%,-5%,2%,1%,-9%

# By substructure, the compounds so far containing a furan ring, fused or not.
SMILES,p53 reactivation,uPA generation,TRPV1 agonist,USP2a inh,ASM inhibitor,B2AR arrestin,BRCA1 expr up,TSG101-PTAP inh,ELG1 genotox,Integrin act MD,Eya2 phos inh
CC(=O)Nc1ccc(NC(=O)COC(=O)c2ccc([N+](=O)[O-])o2)cc1,14%,0%,.,4%,0%,-0.2%,-1%,4%,-2%,-45%[inhibitor],7%
Cc1sc(NC(=O)c2ccco2)c(C(c2ccncc2)N2CCOCC2)c1C (configuration not stated),-2%,7%,2,0%,1%,0.3%,-47%,-2%,3%,-30%,-3%
